TEAD-YAP block = TEAD-YAP interaction inhibition | HEK-TIYL cells, TEAD-Gal4/YAP UAS-luciferase luminescence | inhibition, % at 9.12 µM | hit rate 1.4% among 640,000; in the data active means inhibition above about 32%;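 further: 0% = median of test compound wells and 100% = reference inhibitor wells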
MITF primary = human MITF inhibition, primary screen | inhibition, % at 2.6 µM | AlphaScreen MITF homodimerization, bead proximity signal | hit rate 0.91% among 650,000 | O75030; in the data active means inhibition above about 50%;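 further: 0% = vehicle wells with protein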
GPR151 ag = human GPR151 activation; Q8TDV0; PathHunter beta-arrestin GPR151 cells, luminescence; activation, % at 11.2 µM; hit rate 1% among 650,000; AID 1508602; in the data active means activation above about 4.9%;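 further: 0% = median of compound wells and 100% = cells with positive control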
FBW7 activator = activators of human E3 ligase FBW7; AlphaScreen FBW7–phospho-cyclin E peptide binding, activator screen; hit rate 0.13% among 650,000; normalized activity (activation), % at 26.1 µM; in the data active means normalized activity above about 1.9%;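 further: purified mutant Fbw7 with reduced substrate affinity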
Target sequence (Q969H0 whole entry, looked up): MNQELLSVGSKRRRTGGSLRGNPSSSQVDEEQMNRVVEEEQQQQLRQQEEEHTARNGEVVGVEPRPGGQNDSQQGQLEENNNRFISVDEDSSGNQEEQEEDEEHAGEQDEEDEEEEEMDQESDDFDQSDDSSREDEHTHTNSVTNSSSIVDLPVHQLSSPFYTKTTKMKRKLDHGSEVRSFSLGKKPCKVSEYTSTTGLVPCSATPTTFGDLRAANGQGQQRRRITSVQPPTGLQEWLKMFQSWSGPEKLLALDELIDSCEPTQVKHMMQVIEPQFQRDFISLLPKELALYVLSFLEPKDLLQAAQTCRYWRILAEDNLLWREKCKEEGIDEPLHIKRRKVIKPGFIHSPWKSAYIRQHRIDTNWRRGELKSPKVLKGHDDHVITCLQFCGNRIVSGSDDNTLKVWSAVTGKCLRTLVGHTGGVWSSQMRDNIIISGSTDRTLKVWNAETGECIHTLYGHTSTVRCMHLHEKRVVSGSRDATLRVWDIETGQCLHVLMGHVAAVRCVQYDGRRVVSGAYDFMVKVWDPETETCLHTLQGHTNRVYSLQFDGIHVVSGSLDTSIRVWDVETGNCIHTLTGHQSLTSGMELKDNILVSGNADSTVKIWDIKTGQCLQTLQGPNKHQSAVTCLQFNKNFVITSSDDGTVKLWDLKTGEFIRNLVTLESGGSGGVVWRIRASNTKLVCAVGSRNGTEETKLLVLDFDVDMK
The depositor's hits bear a star; & = joins results of further samples.

SMILES | TEAD-YAP block | MITF primary | GPR151 ag | FBW7 activator
CC1=C(C(=O)OC(C)C)C(c2ccsc2)C2=C(CC(c3cccs3)CC2=O)N1 (stereo not drawn) | 67* | -11 | -1.2 | 0.0
O=C(c1ccco1)N1CCN(c2ccc([N+](=O)[O-])c(NCCc3ccccc3)c2)CC1 | -8 | 0 | 1.6 | 0.1
CCn1c(SCC(=O)Nc2ccccc2C#N)nnc1-c1ccccc1 | -4 | 4 | -0.9 | 0.0
CC(=O)Oc1ccc(OC(C)=O)c(SCCCCCN2CCOCC2)c1 | -6 | 0 | -0.2 | -0.6
CCN(Cc1ccccc1)S(=O)(=O)c1ccc(F)c(C(=O)Nc2ccc(OC)cc2)c1 | -1 | 2 | 1.9 | 0.0
COc1ccccc1C1CN(CC(=O)NCCOC(C)C)Cc2ccccc2O1 (stereo not drawn) | -8 | -6 | -0.5 | -0.2
CCn1c2ccccc2c2cc(NC(=O)CSc3nnc(-c4ccco4)n3N)ccc21 | 6 | 2 | 0.3 | 0.1
COC(=O)c1c(OCCc2cccs2)cc(=O)n2c1CCN(Cc1ccn[nH]1)CC2 | -8 | 9 | -0.7 | 0.4
COc1ccc(/C=C2\N=C(c3cccc(Cl)c3)OC2=O)cc1 | -1 | -1 | -2.3 | 0.5
COc1ccc(S(=O)(=O)N(CC(=O)NC(C)(C)C)c2ccc(C)cc2)cc1OC | 3 | -13 | -1.3 | 0.2
COc1cc(NC(=O)c2cncc(-c3cccc(N)c3)c2)cc(OC)c1OC | 20 | -4 | -0.5 | 0.1
CCc1nnc(-c2cc3ccccc3n2CC(=O)Nc2cccc(Cl)c2)o1 | 9 | -9 | 5.3* | -0.1
Cc1c(C=O)c(C=O)c(C)n1Cc1ccccc1 | 10 | 5 | 2.6 | -0.1
COc1ccc(-n2nc3c(c2NC(=O)c2ccc(C(C)(C)C)cc2)CSC3)cc1 | 10 | 2 | -0.5 | -0.1
NC(=O)c1cccc([N+](=O)[O-])c1C(N)=O | 13 | 5 | 0.1 | 0.1
Cc1ccccc1CSCC1Nc2ccc(C(=O)NCCc3ccc(Cl)cc3)cc2NC1=O (stereo not drawn) | -15 | -8 | -1.4 | 0.0
Cc1[nH]nc(SCC(=O)NCC(C)C)c1[N+](=O)[O-] | -12 | 20 | -0.4 | 0.6
COc1ccccc1NC(=O)N1CCC(Oc2ccc(-c3ccc(N(C)C)nc3)cc2)CC1 | 35* | 14 | -1.1 | 0.0
CCOc1ccc(NC(=O)CSc2nc3ccccc3c(=O)n2CCCC(=O)N2CCCC2)cc1 | -8 | -4 | 1.4 | 0.2
CS(=O)(=O)Oc1ccc2cc(-c3ccccc3)c(=O)oc2c1 | -38 | 6 | -1.1 | 0.2
O=C(NCC1CCCN(Cc2cccc3c2OCO3)C1)c1cccnc1 (stereo not drawn) | -7 | -4 | -1.3 | -0.2
Cc1ccc(C(C)(C)C)cc1S(=O)(=O)Nc1cccc(S(N)(=O)=O)c1 | 5 | 9 | 1.3 | 0.1
COc1cc(NC(=O)c2cc(N3CCCC3CO)nc3ccccc23)cc(OC)c1OC (stereo not drawn) | -12 | -7 | 1.3 | 0.1
Cn1c(=O)[nH]c(=O)c2c1nc(SCC(N)=O)n2Cc1cccc(Br)c1 | -8 | -2 | 0.0 | -0.1
O=C(CCSCc1ccc(Cl)cc1)NCc1cccs1 | 0 | 4 | 0.1 | 0.0
O=C(O)c1ccc(NCCO)c([N+](=O)[O-])c1 | 5 | 4 | 0.4 | 0.2
N[C@H]1CCC[C@@H](C(=O)Nc2ccc3cnccc3c2)C1 | 8 | 39 | 0.8 | -0.2
CCc1[nH]n2c(=O)cc(COC)nc2c1-c1ccc(F)cc1 | -4 | -4 | 0.2 | 0.2
CNS(=O)(=O)c1cc(-c2nnc(Nc3cc(C)ccc3C)c3ccccc23)ccc1C | 2 | 0 | -0.5 | -0.1
O=C(O)C1=CCCN(CCON=C(c2ccccc2)c2ccccc2)C1 | -2 | -9&20 | 3.0&-1.9 | 0.1&0.0
Cc1cccc(NC(=O)c2cc(S(=O)(=O)NCCc3ccc(Cl)cc3)ccc2F)c1 | 2 | 4 | 0.9 | 0.2
Cn1c(=O)cc(OCCCC(=O)O)c2ccccc21 | -5 | -8 | 0.0 | 0.0
COC(=O)C1=C(C)NC2=C(C(=O)CC(C)(C)C2)C1c1ccc(SC)cc1 (stereo not drawn) | 5 | 12 | -0.1 | 0.4
Cc1ccccc1CN1CCNC(=O)C1CC(=O)NCCCCCN1CCOCC1 (stereo not drawn) | -13 | 0 | -1.1 | -0.1
Cc1cc(OCC(=O)NNC(=O)COc2ccc3c(C)cc(=O)oc3c2)ccc1Cl | 7 | 8 | 0.3 | 0.2
CCC(=O)NN1c2ccccc2N=C(N2CCN(C)CC2)c2ccccc21 | 7 | 6 | 3.2 | -0.1
O=C(COc1ccc2ccccc2c1)OCC(=O)c1ccc(Cl)cc1 | 7 | 0 | -2.1 | -0.2
COc1ccccc1NC(=O)c1cc2ccccc2oc1=O | -23 | -4 | 0.1 | 0.0
COC(=O)c1cc(C(=O)OC)cc(N2C(=O)CSC2c2ccc(F)c(F)c2)c1 (stereo not drawn) | 9 | 21 | 0.7 | 0.0
CCOc1ccc2nc(N3CCCC(NCCCc4scnc4C)CC3)nc(C)c2c1 (stereo not drawn) | -13 | 2 | 3.5 | 0.3
NC1=NC(=O)/C(=C/c2ccc(-c3ccc(Cl)c(C(=O)O)c3)o2)S1 | -3 | 19 | -0.4 | 0.3
N#Cc1c(-c2cccs2)cc(-c2ccccc2)nc1SCc1ccccc1 | 3 | 1 | -0.3 | -0.1
Brc1ccc(C2=Nn3cnnc3SC2)cc1 | 1 | -13 | 0.8 | 0.0
Cn1nccc1Nc1ncc(C(=O)NCCOc2ccccc2)s1 | -19 | 30 | -0.5 | 0.1
COc1cccc(C2C(C(=O)Nc3ccccc3)=C(C)N=c3s/c(=C/c4ccc(N5CCCCC5)o4)c(=O)n32)c1 (stereo not drawn) | -18 | 3 | 1.7 | -0.1
Cc1cc(NS(=O)(=O)c2ccc(NC(=O)/C=C/c3c(F)cccc3Cl)cc2)no1 | -2 | 8 | -1.0 | 0.0
COc1ccc(CCNC(=O)C23CCC(C)(C(=O)O2)C3(C)C)cc1OC (stereo not drawn) | 1 | -4 | 0.3 | 0.1
CCNC(=S)N1CCC(C(=O)c2ccc(Cl)cc2)CC1 | 7 | 3 | 1.3 | 0.1
FC(F)(F)c1cccc(-c2cnnc(NCc3cn4ccsc4n3)n2)c1 | 2 | -6 | 3.1 | 0.0
CN(Cc1ccccc1)C(=O)COc1ccc(F)cc1 | -5 | -4 | -1.1 | -0.1
CCCNc1nc(N2CCOCC2)nc2c1ncn2C1CCCCC1 | -23 | 6 | 0.4 | -0.1
COc1ccc(NC(=O)c2ccco2)cc1NC(=O)COc1ccc(Cl)c(C)c1 | -7 | 17 | 0.5 | -0.1
O=C(c1ccc(C(=O)N2CCOCC2)cc1)N1CCOCC1 | -3 | -3 | -1.2 | 0.0
O=C1CCCN1CCn1cnc2c(NCCOc3ccccc3)nc(Nc3cnccn3)nc21 | 3 | 3 | 0.8 | 0.0
Cc1sc(NC(=O)c2ccc3c(c2)OCCO3)c(C#N)c1C | -15 | 3 | 3.2 | 0.0
Cc1cc(Br)ccc1N1C(=O)c2ccccc2C1=O | 11 | 13 | 1.3 | -0.2
CCN1CCCC1CNC(=O)Cc1nc(-c2ccc(OC)cc2)no1 (stereo not drawn) | -4 | -31 | -0.1 | 0.0
CCCOc1ccc(NC(=O)CSCC(N)=O)cc1 | -5 | -16 | 0.8 | -0.1
Cc1cc(C)c(NC(=O)c2cc(S(=O)(=O)N(C)Cc3ccccc3)ccc2F)c(C)c1 | -21 | 14 | -1.4 | 0.9
O=S(=O)(c1cccc(-c2nn3c(-c4ccccc4)nnc3s2)c1)N1CCCC1 | 0 | 24 | 0.9 | -0.2

Compound profiles, as listed above. Screens in order: TEAD-YAP block, MITF primary, GPR151 ag, FBW7 activator
CCN1CCCC1CNC(=O)Cc1nc(-c2ccc(OC)cc2)no1 (stereo not drawn) across the screens: -4, -31, -0.1, 0.0
COc1ccc(NC(=O)c2ccco2)cc1NC(=O)COc1ccc(Cl)c(C)c1 across the screens: -7, 17, 0.5, -0.1
CN(Cc1ccccc1)C(=O)COc1ccc(F)cc1 across the screens: -5, -4, -1.1, -0.1
Cc1sc(NC(=O)c2ccc3c(c2)OCCO3)c(C#N)c1C across the screens: -15, 3, 3.2, 0.0
O=C1CCCN1CCn1cnc2c(NCCOc3ccccc3)nc(Nc3cnccn3)nc21 across the screens: 3, 3, 0.8, 0.0

Carrying on.
SMILES | TEAD-YAP block | MITF primary | GPR151 ag | FBW7 activator
C[n+]1ccccc1/C=C/C1=C(c2ccccc2)Oc2ccccc2O1 | 83* | 0 | 2.2 | -0.1
CCCCC(=O)Nc1ccc(N)cc1OC | 1 | 6 | -0.9 | 0.1
Cc1cccc(NS(=O)(=O)c2ccc(C)c(C(=O)O)c2)c1 | -1 | -7 | -0.6 | 0.0
Cc1cccc(Nc2nnc(SCC(=O)N3CCOCC3)s2)c1 | -4 | 4 | -2.5 | 0.1
Cc1cc(COc2ccccc2O)on1 | -11 | -3 | 2.2 | -0.2
Cc1cc(Cl)ccc1Nc1nc(-c2ccccc2F)nc2ccccc12 | -4 | 6 | -0.5 | -0.2
CCCc1nc2nc(C)cc(Nc3ccc(F)cc3)n2n1 | -9 | -1 | 1.0 | -0.1
CCOc1ccc(/C=N/NC(=O)COc2ccc(Cl)cc2)cc1 | 7 | -3 | 0.4 | 0.2
Fc1ccc(C2CC(c3ccc(Br)cc3)Nc3ncnn32)cc1Br (stereo not drawn) | 11 | -8 | -0.5 | -0.1
CCCOc1cccc(C(=O)Nc2scc(-c3ccccc3)c2C(=O)OC(C)C)c1 | 4 | 8 | -1.5 | 0.2
O=C1NCCN(Cc2ccoc2)C1CC(=O)N1CCCCCCC1 (stereo not drawn) | -6 | -4 | 0.7 | -0.2
CC(c1ccc(F)cc1)N1CCC(NC(=O)C2CCN2C2CCCCC2)CC1 (stereo not drawn) | 7 | 9 | 0.6 | -0.1
O=C(CCCOc1ccccc1)Nc1ccc(Br)cc1F | 5 | -2 | -0.4 | -0.1
Cc1ccccc1CNc1ccc(CC(=O)O)cc1 | 4 | 8 | -1.3 | 0.0
O=C(N/N=C/c1cccc([N+](=O)[O-])c1O)C12CC3CC(CC(C3)C1)C2 | 0 | 6 | -0.5 | 0.1
COc1ccc(C(C#N)N2N=C(C)CC2c2ccccc2)cc1 (stereo not drawn) | -13 | -12 | 0.2 | 0.2
Cc1ccccc1Sc1ccc(C(=O)O)cc1[N+](=O)[O-] | -3 | 4 | -0.7 | -0.1
CC(C)(C)c1ccc(C(=O)Nc2ccc(S(=O)(=O)N3CCCC3)cc2)cc1 | 0 | -133 | -0.6 | -0.2
Cc1ccc(-n2nc(C)c3c2OC(N)=C(C#N)C3c2ccccc2[N+](=O)[O-])cc1 (stereo not drawn) | 3 | 12 | -1.3 | 0.4
O=C(Cn1ccn(Cc2ccccc2)c(=O)c1=O)Nc1ccccc1C(F)(F)F | 8 | -7 | -2.9 | -0.2
COc1ccc(C(=O)N(CN2CCCC2=O)c2ccccc2OC)cc1OC | -6 | 6 | -0.8 | -0.3
CCOc1ccc(C2c3cc(OC)c(OC)cc3CC(=O)N2c2cccc(C(=O)O)c2)cc1 (stereo not drawn) | 16 | 1 | 2.5 | 0.0
CCOC(=O)C1=C(C)N=c2s/c(=C\c3cc(C)n(-c4ccc(I)cc4)c3C)c(=O)n2C1c1ccc(C)cc1 (stereo not drawn) | 9 | 10 | -1.5 | 0.0
Cc1cc(NC(=O)CCSc2nc(-c3ccco3)cc(C(F)(F)F)n2)no1 | -1 | 0 | 1.0 | -0.1

An excerpt from above in order of molar mass, highest first:
SMILES | TEAD-YAP block | MITF primary | GPR151 ag | FBW7 activator
O=C(Cn1ccn(Cc2ccccc2)c(=O)c1=O)Nc1ccccc1C(F)(F)F | 8 | -7 | -2.9 | -0.2
Cc1cc(NC(=O)CCSc2nc(-c3ccco3)cc(C(F)(F)F)n2)no1 | -1 | 0 | 1.0 | -0.1
CC(C)(C)c1ccc(C(=O)Nc2ccc(S(=O)(=O)N3CCCC3)cc2)cc1 | 0 | -133 | -0.6 | -0.2

Other compounds follow.
SMILES | TEAD-YAP block | MITF primary | GPR151 ag | FBW7 activator
Cc1ccc(/C=C2/C(=O)NN(c3ccc(I)cc3)C2=O)cc1 | 0 | -5 | 0.6 | -0.2
O=C(CSCC(=O)Nc1ccc2nc(SCC(=O)NC3CC3)sc2c1)Nc1ccc2ccccc2c1 | 11 | 15 | -2.5 | 0.1
COc1ccc(OCCCC(=O)Nc2ccc(-c3nnc4n3CCCCC4)cc2)cc1 | 1 | 0 | 4.6 | 0.0
Cc1ccc(C(=O)Nc2ccc3nc(SC(C)C(=O)Nc4c(C)cc(C)cc4C)sc3c2)cc1 (stereo not drawn) | -17 | 1 | 1.4 | 0.1

Assay outcomes as filed in PubChem BioAssay.

Outcome played no part in choosing rows; overall some 3.4% were active at least once.
